NTR1 ag = NTR1-driven beta-arrestin-GFP spot formation – imaging, U2OS cells, high content, primary screen (AID 493036). agonist mode. activation, % at 20 µM. hit rate 0.17% among 330,000;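 active means activation at or above 40% of the spot to cytoplasm intensity ratio, with at least 20 cells analyzed; inconclusive means wells under 20 cells, flagged as cytotoxic or low count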;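 further: 0% = DMSO without peptide and 100% = 100 nM NTR1 peptide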
Target sequence (P30989 whole entry, looked up): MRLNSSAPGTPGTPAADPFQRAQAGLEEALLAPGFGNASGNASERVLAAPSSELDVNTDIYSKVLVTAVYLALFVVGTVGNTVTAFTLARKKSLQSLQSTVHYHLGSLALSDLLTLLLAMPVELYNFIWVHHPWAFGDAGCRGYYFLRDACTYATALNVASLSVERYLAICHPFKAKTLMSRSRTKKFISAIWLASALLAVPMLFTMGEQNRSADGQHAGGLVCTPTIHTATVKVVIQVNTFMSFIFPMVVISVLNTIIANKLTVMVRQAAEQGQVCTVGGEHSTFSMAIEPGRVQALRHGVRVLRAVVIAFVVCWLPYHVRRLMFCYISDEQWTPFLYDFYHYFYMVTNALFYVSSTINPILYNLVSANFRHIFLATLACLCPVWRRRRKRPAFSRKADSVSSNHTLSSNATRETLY
Large T inhibition = TAg ATPase/helicase activity blockers – biochemical (AID 1903) | SV40 large T antigen ATPase/helicase inhibition assay; higher % means a stronger effect | hit rate 0.39% among 310,000 | one-dose inhibition, % at 20 µM; IC50 in µM for titrated hits; in the data active means a potency from the dose series; inconclusive means inhibition mostly from about 32% at the one dose, without a potency; inactive means the rest, 99 in 100 with inhibition below about 32%; further: strong numbers were not always called active
GPR35 antagonists = inhibition of zaprinast-stimulated GPR35 beta-arrestin translocation – imaging, U2OS, beta-arrestin-GFP, zaprinast agonist, primary screen (AID 2058). U2OS GPR35 beta-arrestin-GFP translocation imaging, zaprinast antagonism; higher % means a stronger effect. inhibition, % at 10 µM; hits with a dose series show IC50 in µM. hit rate 0.052% among 290,000;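 active means inhibition of at least 50% with at least 30 cells and total cytoplasm GFP at most 10,000,000; inconclusive means under 30 cells or total GFP of 10,000,000 plus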
GPR55 LPI antagonism = GPR55 antagonists blocking LPI-driven arrestin recruitment, primary screen, imaging, U2OS, beta-arrestin-GFP, LPI agonist (AID 2013) | hit rate 0.13% among 290,000 | inhibition, % at 10 µM, or IC50 in µM where a hit was titrated | U2OS GPR55 beta-arrestin-GFP translocation imaging, LPI antagonism; higher % means a stronger effect;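 active means spots per cell inhibited over 60%, with over 100 cells counted and total cytoplasm intensity under 500,000; inconclusive means wells with under 100 cells, flagged as likely toxic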;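 further: U2OS cells stably carrying GPR55 and arrestin-GFP stimulated by 5 µM LPI near EC80; imaged beta-arrestin-GFP aggregate spots per cell after agonist stimulation; plate controls were LPI-stimulated DMSO wells for no effect and DMSO wells without LPI for full effect; some results filed as inactive read as strong as hits; confirmed hits need IC50 under 10 µM and bright autofluorescent wells are also inconclusive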
GPR55 activation = selective activators of receptor GPR55 – imaging, U2OS cells, beta-arrestin-GFP redistribution, primary screen (AID 1961); U2OS GPR55 beta-arrestin-GFP redistribution imaging; higher % means a stronger effect; activation, % at 10 µM; hits with a dose series show EC50 in µM; hit rate 0.048% among 290,000;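 active means activation above 40% with more than 50 cells counted in the well; inconclusive means wells holding fewer than 50 cells, flagged as toxic or sparse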;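 further: U2OS osteosarcoma cells stably expressing GPR55 and beta-arrestin-GFP; plate controls were DMSO negative control for no effect and LPI positive control for full effect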
T cell HTS = T cell immune modulation candidate; calls only at 7 µM; hit rate 0.068% among 330,000; 2C CD8+ T cell-vesicle binding, flow cytometry; stronger effect = lower value;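 active means response, share of CD8 T cells binding vesicles, and their 90th percentile fluorescence all below set limits, cut at about 80% in these data, passing the limit was not always enough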
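Benchmarks: naked versus QL9-loaded vesicles / Assay system: purified 2C TCR transgenic mouse naive CD8+ T cells / Technique: high-throughput flow cytometry with anti-B7-1 and anti-CD8 staining / Timing: Cell–vesicle co-incubation 1.5 h at 37 °C, staining 20 min on ice / Read-out: percent CD8+ FL2 mean versus row control / Probe or stimulus: QL9-loaded Drosophila micro-vesicles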
Rac1 GTP hydrolysis = MgcRacGAP GTPase-activating activity inhibitors, confirmation, biochemical, ADP Hunter fluorescence | MgcRacGAP-stimulated Rac1 GTP hydrolysis, ADP Hunter fluorescence; higher % means a stronger effect; GST-tagged Rac1 F28L mutant substrate | inhibition, % at 30 µM, or IC50 in µM where a hit was titrated | hit rate 0.6% among 340,000;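 active means first-screen hits whose inhibition reached a set limit at any dose in the follow-up dose series; inconclusive means inhibition above the set first-screen limit but never retested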;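 further: fluorescence reports GDP produced by GAP-driven GTP hydrolysis; strong numbers were not always called active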
LYP inhibition = PTPN22 lymphoid phosphatase activity blockers – biochemical, fluorescence intensity, uHTS (AID 1779); hit rate 0.054% among 290,000; inhibition, % at 11.5 µM, or IC50 in µM where a hit was titrated; recombinant LYP phosphatase, fluorescence intensity; higher % means a stronger effect; in the data active means inhibition above about 50%;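 further: plate controls were vehicle with enzyme for no effect and no enzyme for full effect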
Hep lipid drop = hepatic lipid droplet formation modulation. inhibition, % at 6.5 µM. AML12 mouse hepatocytes, oleate lipid droplets, BODIPY imaging. hit rate 0.4% among 240,000. AID 1656;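 active means lipid droplet intensity inhibited by at least 50%, with more than 500 cells counted; inconclusive means wells with under 300 cells, treated as cytotoxic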
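Material – AML12 mouse liver cells · Also added – oleate loading, 100 µM · Compound dosing – 6.5 µM single-point dosing · Times – overnight treatment with compound plus oleate · Measured by – fluorescence imaging, 20x objective, two fields per well · Read-out – percent inhibition of filter-corrected integrated lipid droplet intensity per well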
Hep lipid drop cells 6.5 µM = recorded beside Hep lipid drop, whose call it bears; cell count; measured here: cell count, cytotoxicity flag;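 cells counted across two imaged fields per well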
T cell HTS vesicle-bound % = second read-out of T cell HTS, no call of its own (marks repeat the call); double positive events, %; measured here: CD8+ vesicle-bound cell fraction;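 binding gate set so that unloaded-vesicle control wells show 10% double positive cells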
NTR1 ag cell count 20 µM = also measured in NTR1 ag; calls as there; cell count; measured here: cell count, cytotoxicity flag
* hit, by the source's call; i = inactive; ? = inconclusive; . = not tested or not shown.

item	SMILES	Rac1 GTP hydrolysis	LYP inhibition	Hep lipid drop	Hep lipid drop cells 6.5 µM	T cell HTS	NTR1 ag	GPR55 LPI antagonism	NTR1 ag cell count 20 µM	T cell HTS vesicle-bound %	GPR35 antagonists	GPR55 activation	Large T inhibition
1	CCOc1ccc(CNn2cnnc2)cc1	-2.2%	-12.3%	0.7	794	i	-1.6	-0.4%	48	14.5	7.4%	-0.1%	2.0%
2	COc1ccc(S(=O)(=O)N2CCC(C(=O)NCC3CCCO3)CC2)cc1OC (stereo not given)	.	-4.9%	-3.9	643	i	1.2	3.7%	37	62.3	4.0%	-0.3%	4.8%
3	CC(C)Sc1nnc(NC(=O)CCc2ccccc2)s1	-0.4%	0.5%	-8.8	676	i	4.0	6.3%	49	31.3	3.5%	0.1%	-5.8%
4	O=C(Nc1nccs1)Oc1ccccc1	-9.0%	-7.9%	.	.	i	1.8	2.6%	85	53.0	-2.3%	0.0%	1.1%
5	O=C(N/N=C/c1cc2c(c([N+](=O)[O-])c1)OCO2)c1ccncc1	5.2%	-1.2%	-0.1	766	i	-1.1	-15.3%	54	29.8	6.3%	0.5%	10.3%
6	COc1ccc(NC(=O)NC23CC4(C)CC(C)(CC(C)(C4)C2)C3)cc1OC	5.7%	4.7%	-24.4	639	i	4.6	1.8%	94	58.4	11.5%	-0.6%	-1.6%
7	CCOc1ccc(NC(=O)Nc2ccccc2SC)cc1	7.6%	-2.1%	-4.5	682	i	1.9	11.6%	50	48.3	2.7%	0.3%	15.4%
8	Cc1cc(C)c(NC(=O)CSc2nc(=O)n(CCN3CCOCC3)c3c2CCC3)c(C)c1	3.3%	.	.	.	i	-0.1	.	54	56.7	.	.	23.7%
9	CCOC(=O)CN1C(=O)C(O)=C(C(C)=O)C1c1ccccc1 (stereo not given)	7.7%	-2.4%	6.1	730	i	-0.4	6.0%	47	15.1	0.8%	-0.2%	14.8%
10	COCc1cc(C)nc(SCC(=O)Nc2cccc3cccnc23)c1C#N	-0.2%	-1.8%	-2.5	511	i	3.7	-3.3%	92	24.9	-13.5%	-0.1%	5.7%
11	COc1ccc(Cl)cc1NC(=S)NCCc1c[nH]c2ccccc12	7.5%	2.9%	.	.	i	6.1	-2.8%	58	44.6	-7.0%	-0.1%	28.6%
12	Cc1ccc2nc(C)c(C(=O)NN=C3CCN(C)CC3)n2c1	-2.1%	-4.1%	-0.8	652	i	1.5	8.3%	69	46.8	-10.4%	-0.1%	11.6%

item	SMILES	Rac1 GTP hydrolysis	LYP inhibition	Hep lipid drop	Hep lipid drop cells 6.5 µM	T cell HTS	NTR1 ag	GPR55 LPI antagonism	NTR1 ag cell count 20 µM	T cell HTS vesicle-bound %	GPR35 antagonists	GPR55 activation	Large T inhibition
13	COc1cc(-c2noc(CCCC(=O)NC3CCCCC3)n2)cc(OC)c1OC	1.8%	-1.5%	-1.2	809	i	0.5	11.4%	72	38.1	-0.2%	0.3%	-1.1%
14	CCC1=[N+](CC(=O)c2ccc(C)cc2)CCn2cccc21	8.9%	0.5%	5.5	690	i	-1.8	-5.3%	57	30.8	21.8%	0.3%	8.5%
15	CN1CCN(CCCCOc2cccc3ccccc23)CC1	8.4%	-5.2%	-1.1	850	i	-0.2	6.7%	50	48.2	7.1%	0.6%	-0.9%
16	CC12CC(NC(=O)N1c1cccc(C(=O)NCc3ccc4c(c3)OCO4)c1)c1cc(Cl)ccc1O2 (stereo not given)	4.9%	-0.5%	1.7	762	i	0.9	-3.4%	63	37.2	18.4%	-0.1%	28.8%
17	Cc1noc(NS(=O)(=O)c2ccc(NC(=O)C34CC5CC(C3)CC(n3cnc(Br)n3)(C5)C4)cc2)c1C	0.5%	-2.9%	20.8	687	i	-0.9	-2.2%	53	31.5	3.8%	-0.1%	3.2%
18	CC1CCCCN1C(=O)CNCC1CCCO1 (stereo not given)	29.2%	-9.2%	-21.4	730	i	-1.2	9.6%	45	30.7	17.7%	-0.1%	2.0%
19	O=C(Nc1ccncc1)c1ccc(Cl)c([N+](=O)[O-])c1	10.0%	-9.7%	.	.	i	-0.2	-0.9%	85	30.4	0.7%	0.0%	0.4%
20	CC(=O)c1cccc(NS(=O)(=O)c2c(C)noc2C)c1	6.9%	-4.3%	.	.	i	-1.7	16.0%	85	50.4	2.5%	0.3%	0.7%
21	Cc1cccc(-n2ncc3c(NCc4ccccc4)ncnc32)c1	-3.0%	4.6%	-10.6	451	i	-1.0	-3.6%	50	0.0	-9.5%	-0.3%	1.9%
22	CCS(=O)(=O)c1nc(S(=O)(=O)c2ccc(C)cc2)c(N2CCCC(C)C2)s1 (stereo not given)	2.5%	1.1%	-2.1	731	i	0.8	-3.1%	47	29.8	-8.1%	-0.2%	11.1%
23	O=[N+]([O-])c1ccc(NNS(=O)(=O)c2cc(Cl)ccc2Cl)nc1	0.8%	-3.9%	4.7	740	i	0.1	-15.9%	64	6.5	-5.4%	-0.2%	13.5%
24	N#CCSc1nnc(C2CCCCC2)n1Cc1ccccc1	-1.3%	-11.5%	.	.	i	-0.7	1.4%	84	15.7	-12.3%	-0.1%	3.8%

item	SMILES	Rac1 GTP hydrolysis	LYP inhibition	Hep lipid drop	Hep lipid drop cells 6.5 µM	T cell HTS	NTR1 ag	GPR55 LPI antagonism	NTR1 ag cell count 20 µM	T cell HTS vesicle-bound %	GPR35 antagonists	GPR55 activation	Large T inhibition
25	Cc1cccc(-c2nnnn2-c2cccc(C)c2)c1	6.6%	-3.6%	3.3	661	i	0.7	11.2%	70	50.3	1.4%	-0.3%	7.6%
26	CCc1ccc2oc(=O)cc(CN3CCCCC3C)c2c1 (stereo not given)	14.8%	-8.2%	.	.	i	1.1	6.9%	74	39.6	15.5%	0.2%	23.2%
27	CNC(=S)N1CCc2sccc2C1C (stereo not given)	9.4%	1.2%	0.8	715	i	0.2	6.5%	54	10.8	-13.3%	0.6%	6.5%
28	Cc1cccc[n+]1CCCCCCCCCC[n+]1ccccc1C	10.6%	-5.2%	26.7	611	i	-1.2	0.6%	30	27.6	0.5%	0.2%	20.4%
29	O=C(N/N=C/c1ccc([N+](=O)[O-])o1)c1cc(-c2ccc(-c3ccccc3)cc2)nc2ccccc12	9.2%	-0.9%	?	.	i	2.8	-17.7%	71	59.0	-0.8%	0.2%	9.8%
30	COc1cc([N+](=O)[O-])ccc1NC(=S)NNC(=O)CCC(=O)Nc1ccccc1Cl	11.2%	-7.7%	13.3	643	i	1.4	16.5%	60	61.8	10.6%	0.0%	35.0%
31	CCCSc1nc(N)c(C#N)c(-c2ccc(C)cc2)c1C#N	9.3%	1.6%	7.2	683	i	4.1	9.7%	71	50.6	-19.5%	-0.1%	-1.7%
32	CCN1C(=O)[C@H]2[C@@H](c3ccc(-c4ccc(OC)cc4)cc3)N3CCC[C@@]3(C(=O)OC)[C@H]2C1=O	6.1%	.	.	.	i	1.0	.	95	21.6	.	.	18.0%
33	CCCCn1c(SCC(=O)Nc2cc(C)on2)nc2ccsc2c1=O	11.7%	0.3%	-5.9	695	i	1.1	-4.8%	63	7.8	-12.1%	-0.2%	-2.9%
34	COCCN(C(=O)COC(=O)c1ccc(C=O)cc1)c1c(N)n(Cc2ccccc2)c(=O)[nH]c1=O	6.6%	-9.4%	-28.4	786	i	-1.0	10.2%	54	52.5	-7.5%	-0.1%	14.7%
35	O=C(COc1ccccc1Cl)c1ccc2c(c1)CCCC2	10.5%	2.3%	.	.	i	3.6	15.0%	40	19.6	1.9%	-2.3%	18.6%
36	O=C(C(Cc1ccc(Cl)cc1)NS(=O)(=O)c1ccccc1)N1CC[C@@]2(O)CCCC[C@H]2C1 (stereo not given in full)	11.5%	-6.7%	.	.	i	-1.7	0.2%	39	22.0	-2.6%	-0.1%	3.8%

item	SMILES	Rac1 GTP hydrolysis	LYP inhibition	Hep lipid drop	Hep lipid drop cells 6.5 µM	T cell HTS	NTR1 ag	GPR55 LPI antagonism	NTR1 ag cell count 20 µM	T cell HTS vesicle-bound %	GPR35 antagonists	GPR55 activation	Large T inhibition
37	CCCCn1nnc(NC(=S)NC(=O)c2ccc(-c3cccc(Cl)c3Cl)o2)n1	5.2%	-2.3%	-32.5	689	i	6.3	0.0%	37	27.1	5.9%	-0.3%	17.0%
38	COC(=O)c1ccc(OC(=O)CCS(=O)(=O)c2ccc(C)cc2)cc1	7.6%	.	.	.	i	-1.8	.	52	49.0	.	.	?
39	CSc1nsc(SC)c1C(=O)Nc1ccc(C(C)(C)C)cc1	13.1%	2.2%	-25.8	716	i	1.5	11.7%	67	16.3	3.8%	-0.1%	2.8%
40	CC(C)(C)C1(O)CC(C(F)(F)F)=NN1C(=O)CCc1ccccc1 (stereo not given)	6.2%	1.6%	-1.9	702	i	1.9	4.7%	80	63.7	2.1%	-0.1%	3.5%
41	CCOC(=O)c1cccc(N2C(=O)C3C(C2=O)C2C=CC3C23CC3)c1 (stereo not given)	11.3%	-9.0%	-2.6	804	i	-1.6	-2.7%	26	51.2	-4.3%	0.0%	9.7%
42	CCC(=O)N(Cc1cc2cc(OC)ccc2[nH]c1=O)c1cccc(C)c1	7.8%	-4.9%	.	.	i	-1.7	10.9%	89	18.9	10.8%	-0.1%	12.1%

From PubChem BioAssay
